# Screening data (PubChem)
# Rv3671c protease: inhibitors of M. tuberculosis serine protease Rv3671c | inhibition, % at 5.96 µM | actives 0.048% (n = 320,000) | AID 2606; in the data active = inhibition above about 38%;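 also: extracellular domain of Rv3671c used as enzyme; 0% = enzyme with DMSO and 100% = no enzyme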
# Target sequence (P9WHR9 whole entry, looked up, the tested form may be a part): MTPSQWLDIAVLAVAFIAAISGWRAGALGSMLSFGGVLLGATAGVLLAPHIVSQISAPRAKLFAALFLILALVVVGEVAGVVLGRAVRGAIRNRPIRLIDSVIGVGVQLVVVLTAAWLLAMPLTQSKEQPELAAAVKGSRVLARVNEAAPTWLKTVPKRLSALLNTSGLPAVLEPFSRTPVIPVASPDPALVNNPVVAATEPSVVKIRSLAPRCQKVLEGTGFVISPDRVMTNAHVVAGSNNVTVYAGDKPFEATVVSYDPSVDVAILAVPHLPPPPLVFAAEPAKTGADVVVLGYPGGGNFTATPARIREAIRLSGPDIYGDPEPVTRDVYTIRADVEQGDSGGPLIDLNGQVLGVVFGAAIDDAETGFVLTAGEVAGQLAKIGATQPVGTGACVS
# MazEF act: increases E. coli MazEF RNase cleavage of RNA; P0AE70; FAM/BHQ RNA-DNA oligo cleavage fluorescence, 5 h; activation, % at 20 µM; actives 0.32% (n = 350,000); AID 504720; in the data active = activation above about 50%
# Target sequence (P0AE70 whole entry, looked up): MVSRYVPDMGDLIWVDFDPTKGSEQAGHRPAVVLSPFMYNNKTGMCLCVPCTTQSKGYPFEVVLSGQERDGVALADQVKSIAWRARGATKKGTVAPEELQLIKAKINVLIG
# FadD28 binding: blocks FadD28 binding to the bisubstrate probe. fluorescence polarization. inhibition, % at 12.5 µM. actives 0.22% (n = 360,000). AID 588549; in the data active = inhibition above about 8.5%, passing the limit was not always enough; inconclusive = no clear call, values can overlap the other calls
# Mtb UGM inh: inhibitors of M. tuberculosis UDP-galactopyranose mutase. purified UGM, fluorescence polarization probe displacement. P9WIQ1. AID 504406. inhibition, % at 10 µM. actives 0.06% (n = 320,000); in the data active = inhibition above about 10%, passing the limit was not always enough; inconclusive = no clear call, values can overlap the other calls
# Target sequence (P9WIQ1 whole entry, looked up): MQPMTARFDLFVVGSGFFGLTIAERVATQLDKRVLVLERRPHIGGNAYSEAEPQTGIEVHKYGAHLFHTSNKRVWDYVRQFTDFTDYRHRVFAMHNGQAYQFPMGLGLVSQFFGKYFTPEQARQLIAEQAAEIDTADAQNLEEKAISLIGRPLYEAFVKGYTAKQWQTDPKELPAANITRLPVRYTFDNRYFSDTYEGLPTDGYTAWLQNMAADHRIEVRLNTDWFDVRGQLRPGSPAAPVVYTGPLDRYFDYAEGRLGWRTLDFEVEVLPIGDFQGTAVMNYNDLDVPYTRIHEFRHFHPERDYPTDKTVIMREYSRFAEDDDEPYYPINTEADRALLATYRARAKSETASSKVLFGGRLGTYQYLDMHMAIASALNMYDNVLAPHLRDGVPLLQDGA
# BioA inh: blocks M. tuberculosis BioA enzyme activity; purified M. tuberculosis BioA enzyme, plate reader; actives 0.096% (n = 360,000); inhibition, % at 9.99 µM; in the data active = inhibition above about 40%; inconclusive = no clear call, values can overlap the other calls
# PrPC TRFRET: reduces human prion protein on the cell surface; actives 0.43% (n = 370,000); P04156; cell surface PrPC, TR-FRET read-out; inhibition, % at 13.8 µM; AID 720596; in the data active = inhibition above about 24%; also: 0% = median of the test wells and 100% = reference compound wells
# GDH-TPI inh: inhibits GDH-TPI coupling enzymes, artifact for Mtb FBA screen; GDH-TPI coupled enzyme counterscreen, NADH absorbance; inhibition, % at 4.8 µM; actives 1.2% (n = 360,000); AID 588335; in the data active = inhibition above about 30%;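 also: 0% = DMSO wells and 100% = wells lacking the enzyme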
# BoNT F protease: inhibitors of Botulinum neurotoxin F light chain protease; Multiplex microsphere protease cleavage assay, flow cytometry; inhibition, % at 10 µM; actives 0.22% (n = 360,000); in the data active = inhibition above about 35%, passing the limit was not always enough; inconclusive = no clear call, values can overlap the other calls; also: plate controls were buffer without enzyme for full effect and enzyme alone for no effect
# Mtb FBA inh: inhibits M. tuberculosis FBA enzyme; actives 2.3% (n = 360,000); inhibition, % at 1 µM; purified M. tuberculosis FBA, fluorescence read-out; P9WQA3; in the data active = inhibition above about 27%;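 also: 0% = vehicle and 100% = reference inhibitor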
# * hit, by the source's call; ? = inconclusive; nt = not tested or not shown; & = joins results of further samples.
SMILES,Rv3671c protease,MazEF act,FadD28 binding,Mtb UGM inh,BioA inh,PrPC TRFRET,GDH-TPI inh,BoNT F protease,Mtb FBA inh
CC(C(=O)O)N(c1ccccc1Cl)S(C)(=O)=O (stereo not given),-2,1,1.0,-1.6,0.5,0,9,-10,1
CC(=O)Nc1ccc2nc(NC(=O)COc3ccccc3C)sc2c1,-18,3,-2.5,-0.9,-0.5,0,-4,-2,2
Nc1nc(C2CCOCC2)cs1,8,2,-3.0,0.5,-0.3,4,-7,?,0
O=C(NC(Cc1ccccc1)C(=O)O)/C(=C/c1ccccc1)NC(=O)c1cccc(Br)c1 (stereo not given),-8,7,-1.0,2.8,nt,5,7,-7,0
Nc1cc(S(=O)(=O)Nc2ccccc2Cl)ccc1N1CCCC1,6,8,-2.3,-1.9,nt,9,3,4,4
Cc1ncccc1C(=O)N1CCCC(CCC(=O)N2CCN(c3ccccn3)CC2)C1 (stereo not given),-1,9,1.6,1.0,nt,-1,2,-1,3
CCn1c(NCc2ccc(OC)cc2)nc2ccccc21,0,1,-1.6,1.3,0.7,-5,-3,7,0
COc1ccc(N(C)S(=O)(=O)c2cccc(C(=O)NCc3ccc(C)cc3)c2)cc1,-16,0,-2.7,2.0,-0.9,19,-6,-5,-1
c1ccn2c(CNc3ncnc4sccc34)nnc2c1,-1,3,-6.4,-2.3,18,-3,6,4,0
CC(C#N)(NC(=O)CN1CCN(S(=O)(=O)c2cc(C(F)(F)F)ccc2Cl)CC1)C1CC1 (stereo not given),nt,-3,-1.8,nt,nt,-7,7,nt,4
O=C(Cn1c(COc2ccccc2)nc2ccccc21)Nc1cc(Cl)cc(Cl)c1,0,-9,1.5,-3.4,-1.1,0,-5,-2,1
CC(=O)c1ccc2c(c1)CC(C)C(=O)N2C (stereo not given),10,5,-1.1,0.5,-0.3,-2,0,-2,0
Cc1ccc(S(=O)(=O)Nc2cccc(C(=O)NCC3CCCO3)c2)cc1F (stereo not given),6,8,-3.4,-0.1,nt,4,-9,-1,-2
CCCC(=O)NCCCCNC(=O)CCC,13,2,0.6,-1.0,-0.1,-9,0,2,1
O=C(O)/C=C/c1cn(-c2ccccc2)nc1-c1cccs1,7,-2,-5.5,-0.9,0.0,-6,18,-3,57*
Cc1ccc(C(C(=O)NC2CCCC2)N(C(=O)Cc2cccs2)c2ccc3c(c2)OCCO3)cc1 (stereo not given),-6,-5,-2.5,-1.0,0.3,6,-4,-5,1
NCCc1nnc(SCc2c(Cl)cccc2Cl)o1,2,5,-0.6,-2.4,nt,2,6,?,1
O=C(O)c1ccc(CNCc2ccccc2Cl)cc1,0,-4,-0.3,-1.5,-0.5,-1,0,6,1
O=C(C=Cc1ccco1)c1ccc2ccccc2c1,nt,-5,-3.0,nt,nt,5,22,1,0
Cn1c(-c2ccc(C(C)(C)C)cc2)n[nH]c1=S,-8,-1,-1.6,1.5,-1.1,6,-2,-2,10
CCNc1nc(NCC)n2c(SCC(=O)Nc3ccccc3C(F)(F)F)nnc2n1,4,-3,-0.4,-0.1,-6.0,-5,1,-5,-1
COc1ccc(N2C(=O)CSC23C(=O)Nc2ccccc23)cc1 (stereo not given),0,6,-3.5,2.5,0.2,5,-1,-10,-1
COc1ccc(/C=C(/C#N)C(=O)Nc2cccnc2)cc1OC,-2,5,-3.1,0.6,9.2,-6,21,-10,0
O=C(COC(=O)c1ccc(Cl)cc1)NCC1CCCCC1,5,-1,-1.9,-1.2,nt,1,9,-2,2
Cc1[nH]c2ccccc2c1C(=O)CSc1nnc(C2CC2)o1,-18,0,-1.6,0.7,-0.8,-7,-5,-2,2

# Going on with the list:
SMILES,Rv3671c protease,MazEF act,FadD28 binding,Mtb UGM inh,BioA inh,PrPC TRFRET,GDH-TPI inh,BoNT F protease,Mtb FBA inh
CCOc1ccc(NCc2cccn2-c2nnc(N3CCC(C(=O)NCCCN4C(C)CCCC4C)CC3)s2)cc1 (stereo not given),0,23,-3.6,-0.5,2.4,-12,7,-16,1
CC[C@]12c3[nH]c4ccccc4c3CCN1C(=O)C(CC(=O)NCCCOC)C[C@@H]2C(=O)N1CCN(C(=O)c2ccco2)CC1 (stereo not given in full),4,-1,-3.5,0.0,-3.2,5,-8,-9,-3
COc1ccc(NC(=O)c2noc3c2CCC3)cc1,-4,6,-0.7,-1.2,0.9,-1,5,0,2
COc1ccccc1NS(=O)(=O)c1cccc(C(=O)NCc2ccccn2)c1,-6,3,-4.4,-1.1,0.8,-1,0,-7,1
O=C(NC(=S)Nc1ccc(S(=O)(=O)N2CCOCC2)cc1)c1ccccc1[N+](=O)[O-],5,6,-0.3,-2.8,1.3,-6,-1,2,-2
Cn1cc(Br)c(NC(=O)/C=C/C(=O)O)n1,-3,5,-3.6,-2.7,-2.4,8,-2,?,-1
O=C(NNC(=O)c1sccc1-n1cccc1)c1ccc(Cl)cc1,0,3,-1.1,5.7,nt,-1,16,-3,2
COC(=O)C1=C(c2ccc(F)cc2OCc2ccccc2)C[C@@H]2CC[C@H]1N2C(=O)NCCNC(C)=O,-4,7,-1.6,-0.6,0.1,-10,6,-4,4
O=C(c1cccc(S(=O)(=O)NCc2ccccc2)c1)N1CCN(Cc2ccccc2)CC1,3,0,-1.0,0.6,0.4,0,6,?,2
O=C(O)CCCC(=O)N1N=C(c2ccco2)CC1c1ccco1 (stereo not given),1,5,-2.3,1.7,-1.2,-5,14,?,2
CC(C)C1OC(c2cccc(NC(=O)c3cccs3)c2)OCC1(C)C (stereo not given),-6,6,-2.5,0.6,nt,-4,1,-5,-3
C/C(=N\NC(=O)c1cc(O)ccc1O)c1cccc(NC(=O)c2ccc(Cl)cc2)c1,-3,-7,2.0,1.5,8.4,1,9,-6,2
O=C(CSc1nnc(-c2cnccn2)n1Cc1ccco1)c1ccc(Cl)c(Cl)c1,-3,21,-4.1,2.8,3.1,0,5,-4,1
Cc1ccc(CNC(=O)c2cc3c(C)nc4ccccc4c3o2)cc1,-6,27,-15,-1.1,-0.6,15,6,-15,0
Cc1c(C(=O)N2CCCCC2)c(S(=O)(=O)NCc2ccc(F)cc2)c(C)n1C,-2,7,1.0,1.4,-0.8,-4,-3,-6,0
CCOC(=O)C1=C(C)N=c2s/c(=C\c3ccc(OCC(=O)O)cc3)c(=O)n2C1c1ccccc1 (stereo not given),-9,-5,-22,2.2,0.8,-1,6,20,-4
COc1ccc(N(C(=O)c2snc(C(N)=O)c2N)C(C(=O)NC2CCCC2)c2cccs2)cc1OC (stereo not given),-10,2,-3.6,-1.7,nt,-12,-4,-25,-2
CC(C)CCc1noc(CN2CCN(c3ccc(Cl)cn3)CC2)n1,-1,8,-0.9,-2.1,-0.4,0,6,-3,0
COc1cc(/C=C2/C(=N)N3C(c4ccccc4)=CSC3=NC2=O)ccc1OCC(=O)O,0,-2,-6.0,-1.5,nt,4,11,3,-1
CCOC(=O)CSc1nc2c(sc(=S)n2-c2ccc(OCC)cc2)c(=O)[nH]1,4,-3,-1.0,3.4,0.4,4,6,3,-1
CN(C)/C=N/c1nc2nccc(-c3ccc(F)cc3)n2n1,3,5,-3.5,0.3,nt,5,1,-2,88*
COC(=O)c1cc(C#N)c(OC)nc1C,4,3,-3.1,-1.9,nt,-3,5,-1,-1
CC(=O)N=C(N)Sc1nc2ccccc2[nH]1,8,3,-2.6,-2.7,-1.0,5,-7,-5,-3
Cc1cccc(C(=O)N[C@@H]2c3ccccc3C[C@@H]2O)n1,5,2,-0.7,-0.5,1.2,-2,17,-4,7
O=C(COC(=O)c1ccc(Cl)nc1)Nc1ccc2c(c1)OCCO2,-3,5,-3.8,-1.5,-2.0,-4,4,-2,1

# Record cards, as listed above. Screens in order: Rv3671c protease, MazEF act, FadD28 binding, Mtb UGM inh, BioA inh, PrPC TRFRET, GDH-TPI inh, BoNT F protease, Mtb FBA inh
# COc1ccc(NC(=O)c2noc3c2CCC3)cc1 in the list: -4, 6, -0.7, -1.2, 0.9, -1, 5, 0, 2
# COc1ccccc1NS(=O)(=O)c1cccc(C(=O)NCc2ccccn2)c1 in the list: -6, 3, -4.4, -1.1, 0.8, -1, 0, -7, 1

# The listing continues.
SMILES,Rv3671c protease,MazEF act,FadD28 binding,Mtb UGM inh,BioA inh,PrPC TRFRET,GDH-TPI inh,BoNT F protease,Mtb FBA inh
Cc1c(C(=O)Nc2ccccc2F)cnn1-c1ccccc1,-2,2,0.0,1.4,-2.0,1,11,?,3
CN(C)C(CNC(=O)CCNC(=O)c1ccc(Br)cc1)c1ccco1 (stereo not given),5,-2,-1.0,-0.9,0.3,-4,3,0,-2
CCOc1ccc(CN2C(=O)c3ccccc3C2=O)cc1C(=O)O,1,-2,-0.4,2.5,0.5,-1,1,-6,2
c1ccc(-c2ccccc2OCCCN2CCCC2)cc1,-2,8,-0.2,1.2,-0.5,-2,5,-6,0
CCc1noc(C)c1C(=O)Nc1nc2c(C)cccc2s1,-3,-9,-1.7,-0.3,0.3,-5,8,-5,-1
Cc1ccc(C(=O)NC(=S)Nc2ccc3[nH]c(=O)[nH]c3c2)cc1C,-9,2,-1.9,-2.0,0.2,-2,11,-2,2
Cc1ccc(C(=O)NNC(=O)CSc2nc(N)cc(N)n2)cc1,-1,4,1.0,2.1,-4.2,-1,0,-6,1
O=c1c2ccccc2nc(/C=C/c2cccc([N+](=O)[O-])c2)n1CCCO,-4,-5,-0.4,0.7,0.8,-9,14,-4,0
CCCCNc1nc2c(c(=O)[nH]c(=O)n2C)n1CCOc1ccccc1,3,6,0.0,4.0,-0.2,-1,-4,-2,-1
COc1cc(-c2nnc(SCC(=O)c3cc(C)n(CC4CCCO4)c3C)o2)cc(OC)c1OC (stereo not given),-10,0,-1.9,0.7,0.1,-1,12,-3,1
C/C(=N\N=C1\NC(=O)C(Cc2ccccc2)S1)c1ccccc1 (stereo not given),-12,-7,-0.2,-2.5,nt,-3,8,-2,0
O=S(=O)(NCC1CCCO1)c1ccccc1 (stereo not given),2,5,-0.1,1.4,-4.2,4,-2,-11,2
COc1ccc(NC(=O)CSc2nnc(N)s2)c([N+](=O)[O-])c1,2,-6,1.2,1.3,nt,-33,-2,1,0
CS(=O)(=O)N(CCc1ccccc1)CC(=O)N1CCCCCC1,nt,3,-2.9,nt,-1.6,10,-2,-5,0
COc1ccc(OC)c(NC(=O)Cn2nc(C)c3ccccc3c2=O)c1,0,-3,0.4,2.4,1.7,-4,9,-12,2
CN(CC(=O)NCc1cccnc1)S(=O)(=O)c1ccccc1,2,3,-2.8,1.4,-1.0,1,19,-5,-3
COC(=O)[C@]1(CC(C)C)N[C@H](c2ccc(-c3ccccc3)cc2)[C@@H]2C(=O)N(C)C(=O)[C@@H]21,3,8,-4.2,-0.8,-1.3,0,0,-6,0
O=C1C=CC(=O)N1c1ccccn1,nt,8,-2.8,nt,-1.6,-3,3,1,8
C[C@H](CO)N1C[C@H](C)[C@@H](CN(C)S(=O)(=O)c2ccccc2)Oc2ccc(NC(=O)NC3CCCCC3)cc2C1=O,4,6,0.4,-0.1,-1.3&0.2,9,5,-4,3
COc1ccc(CNc2ccc3c(c2)ncn3-c2ccccc2OC)cc1,9,-3,-0.1,0.9,nt,-4,10,-28,4
COc1ccc(CCNc2nc(=O)[nH]nc2C)cc1OC,2,14,-0.2,-2.7,-0.8,8,2,-5,0
Cc1c(Cl)cccc1-n1c(SCC(=O)N2CCC(C(=O)O)CC2)nc2ccccc2c1=O,7,0,-2.9,2.2,2.7,-5,-5,-11,0
COc1ccc(-c2cn[nH]c2C)cc1,3,1,-3.5,1.5,0.2,-4,9,nt,1
CCc1ccc(C(O)c2ncc(-c3ccc(Cl)cc3)[nH]2)cc1 (stereo not given),nt,nt,-2.8,nt,-0.1,2,2,-6,0

# As a short view, 5 of the compounds above.
SMILES,Rv3671c protease,MazEF act,FadD28 binding,Mtb UGM inh,BioA inh,PrPC TRFRET,GDH-TPI inh,BoNT F protease,Mtb FBA inh
COc1ccc(CNc2ccc3c(c2)ncn3-c2ccccc2OC)cc1,9,-3,-0.1,0.9,nt,-4,10,-28,4
COc1ccc(CCNc2nc(=O)[nH]nc2C)cc1OC,2,14,-0.2,-2.7,-0.8,8,2,-5,0
Cc1c(Cl)cccc1-n1c(SCC(=O)N2CCC(C(=O)O)CC2)nc2ccccc2c1=O,7,0,-2.9,2.2,2.7,-5,-5,-11,0
COc1ccc(-c2cn[nH]c2C)cc1,3,1,-3.5,1.5,0.2,-4,9,nt,1
CCc1ccc(C(O)c2ncc(-c3ccc(Cl)cc3)[nH]2)cc1 (stereo not given),nt,nt,-2.8,nt,-0.1,2,2,-6,0
